H9c2 protect: modulators protecting cardiomyocytes from myocardial damage; H9c2 cardiomyocytes, H2O2 injury protection, ATPLite, 2 h; protection from H2O2 cell death, % at 20 µM; hit rate 0.63% among 360,000; AID 588492;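 active means compounds giving at least 50% protection of heart cells from peroxide-induced death in the single-dose screen, raw or plate-pattern-corrected value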;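 further: 0% = DMSO wells with peroxide and 100% = DMSO wells without peroxide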
ABCB6 inh MLPCN: blocks the human ABCB6 transporter; fluorescence ratio to DMSO, % at 10 µM; AID 602162; hit rate 0.19% among 360,000; Q9NP58; K562-ABCB6 porphyrin accumulation, flow cytometry, 1 h; active compounds read low;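 active means fluorescence ratio to DMSO below 75%, the collection mean minus 3 SD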;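 further: signal is porphyrin accumulated inside mitochondria; 100% equals median channel fluorescence of DMSO control wells; lower ratio means ABCB6 inhibition with less porphyrin fluorescence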
aDG glyco act: increases alpha dystroglycan glycosylation; Pro5-aDG cells, alpha-DG glycosylation AlphaScreen (IIH6); 0% Pro5, 100% B10-LARGE cell signal; activation, % at 10 µM; hit rate 0.22% among 360,000; AID 624168;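 active means activation of at least 8% versus controls, or a plate z-score of at least 8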;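 further: Pro5 are CHO cells carrying HIG-tagged alpha-DG that lacks glycosylation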
ABHD5 PLIN5 PPI: inhibitors of human ABHD5-perilipin-5 interaction; hit rate 0.78% among 360,000; inhibition, % at 4 µM; Split G. princeps luciferase complementation, luminescence, 4 h;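 active means inhibition above the mean inhibition across every tested compound plus 3 SD, cut at about 22% in these data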;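 further: 0% = DMSO only wells and the 100% control is not disclosed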
N-glyco inh: N-linked glycosylation inhibition; D54 ERlucT glycosylation luciferase reporter, 24 h; percent of 100 nM tunicamycin response; reporter increase, % at 12.5 µM; hit rate 0.23% among 360,000; AID 588692;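 active means mean luciferase reporter signal, scaled so untreated is 0 and the glycosylation-blocking control 100, at or above a set limit in every replicate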;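 further: luciferase carries N-glycosylation sites so blocking glycosylation raises the light; 0% = median of neutral control wells and 100% = median of 100 nM tunicamycin wells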
hiPSC survival: hiPSC single-cell survival enhancement; ATPlite luminescence; 100% = ROCK inhibitor wells, 0% = DMSO; survival enhancement, % at 20 µM; hit rate 0.044% among 360,000; in the data active means survival enhancement above about 18%;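 further: cells exposed to compounds for 16 hours before the ATP read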
MC4R ag barr: human MC4R agonism via beta-arrestin; activation, % at 8.9 µM; U2OS MC4R beta-arrestin complementation, luminescence; percent of melanotan II response, DMSO zero; AID 540308; hit rate 0.98% among 360,000;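 active means activation above a per-plate cutoff, the mean activation of sample wells on that plate plus 3 SD, cut at about 8% in these data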
Target sequence (P32245 whole entry, looked up): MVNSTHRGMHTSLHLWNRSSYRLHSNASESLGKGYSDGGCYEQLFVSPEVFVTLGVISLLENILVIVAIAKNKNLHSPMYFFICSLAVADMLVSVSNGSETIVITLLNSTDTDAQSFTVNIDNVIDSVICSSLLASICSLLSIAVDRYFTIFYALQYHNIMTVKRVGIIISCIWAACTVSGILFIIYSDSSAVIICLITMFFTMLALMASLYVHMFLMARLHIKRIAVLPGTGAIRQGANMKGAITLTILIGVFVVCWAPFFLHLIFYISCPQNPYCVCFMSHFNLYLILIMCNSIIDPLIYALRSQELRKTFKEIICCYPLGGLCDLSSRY
MC4R antag cAMP: blocks human MC4R cAMP signaling | inhibition, % at 6.5 µM | AID 540295 | MC4R-expressing cells, MTII-stimulated cAMP, LANCE TR-FRET | P32245 | hit rate 0.48% among 360,000;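 active means inhibition above its plate's cutoff, the mean of tested wells on that plate plus 3 SD, cut at about 29% in these data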;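 further: 0% = Melanotan II alone and 100% = Melanotan II plus saturating MCL0020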
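Assay system: U2OS-MC4R stable cell line; Also added: Melanotan II; Technique: Eu-cAMP/anti-cAMP TR-FRET, emission 671 nm; Times: 30-min compound, 1-h challenge, 1-h detection, room temperature.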
Granule exo inh: lytic granule exocytosis inhibition | TALL-104 LAMP-1 surface exposure, flow cytometry; cells stimulated with thapsigargin and PMA | inhibition, % at 10 µM | hit rate 0.66% among 360,000;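 active means inhibition above about 55%, limit read from the data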
m5-HT2A agonist: activates the mouse 5-HT2A serotonin receptor; P35363; CHO-K1 mHTR2A beta-arrestin complementation, luminescence; percent of 30 µM serotonin response; AID 624169; activation, % at 7.6 µM; hit rate 0.66% among 360,000;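 active means activation above a run cutoff, the mean activation of all tested compounds plus 3 SD, cut at about 14% in these data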;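 further: 0% = plate median of compound wells and 100% = 30 µM serotonin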
Target sequence (P35363 whole entry, looked up): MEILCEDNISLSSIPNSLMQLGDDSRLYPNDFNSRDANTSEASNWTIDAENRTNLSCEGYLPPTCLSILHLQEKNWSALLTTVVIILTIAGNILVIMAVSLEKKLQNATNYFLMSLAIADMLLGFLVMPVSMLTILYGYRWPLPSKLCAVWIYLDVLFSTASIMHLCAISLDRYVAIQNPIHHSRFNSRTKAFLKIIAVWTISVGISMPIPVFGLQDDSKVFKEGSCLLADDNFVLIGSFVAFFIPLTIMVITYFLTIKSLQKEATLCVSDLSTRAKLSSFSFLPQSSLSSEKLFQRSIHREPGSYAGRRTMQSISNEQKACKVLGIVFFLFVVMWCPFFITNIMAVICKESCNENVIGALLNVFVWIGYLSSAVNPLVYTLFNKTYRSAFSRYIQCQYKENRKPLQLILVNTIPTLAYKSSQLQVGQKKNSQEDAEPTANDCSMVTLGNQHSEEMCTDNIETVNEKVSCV
* = called active by the depositor; / = no result given.

Sequence of screens – H9c2 protect	ABCB6 inh MLPCN	aDG glyco act	ABHD5 PLIN5 PPI	N-glyco inh	hiPSC survival	MC4R ag barr	MC4R antag cAMP	Granule exo inh	m5-HT2A agonist
CSc1ccc(CSCC(=O)N2CCN(S(=O)(=O)c3ccc(C)cc3C)CC2)cc1
 : -14	93	0.4	-9	-8	0.6	0.5	8	-3	-2
CCCC1(CC)C(=O)NC(=O)N=C1N (stereo not drawn)
 : 8	96	0.0	0	0	-0.8	-2.4	4	0	5
CCOC(=O)c1c(CN2CCN(c3ccccc3)CC2)oc2ccc(O)cc12
 : -3	100	-0.1	-3	4	2.0	3.2	4	-1	-4
O=C(NCCC1CCCCN1S(=O)(=O)c1ccccc1)C(=O)NCc1ccccn1 (stereo not drawn)
 : 4	97	-0.2	-2	1	-0.2	-0.7	0	-8	0
COc1ccc(-c2c(-c3cc(OC)cc(OC)c3)n(C)c3ccc(-c4ccc5c(c4)OCCO5)cc23)cc1
 : 0	100	-0.2	2	-2	-3.4	0.0	-2	-4	-4
Cc1ccc2cc(CN(Cc3ccc4c(c3)OCO4)Cc3nnnn3Cc3ccco3)c(=O)[nH]c2c1
 : 5	102	-0.1	14	-2	3.3	0.3	2	28	-3
C=CCNc1ncnc2c1ncn2[C@H]1CN(CCc2ccccc2)C[C@@H](CO)O1
 : 6	97	0.0	-1	1	3.8	1.3	4	1	6
O=C(NC(=S)Nc1ncc(Br)cc1Br)c1cncc(Br)c1
 : 0	96	0.1	-11	-4	-0.7	-3.5	-2	-2	-4
CCOC(=O)c1cnc(SCC(=O)c2ccc(Cl)cc2)nc1N
 : 2	99	0.2	-3	2	-0.3	1.2	7	2	0
C[C@H](CO)N1C[C@H](C)[C@H](CN(C)S(=O)(=O)c2cn(C)cn2)OCc2cnnn2CCCC1=O
 : 6	98	-0.2	7	0	3.4	-1.8	2	-2	1
CCC(=O)c1cn(CC(=O)Nc2ccc(C)cc2C)c2ccccc12
 : -8	101	0.3	9	-2	-0.3	-1.7	0	-2	9
COc1ccccc1CC(=O)Nc1cc2oc3ccccc3c2cc1OC
 : -10	88	0.8	4	-2	2.3	5.2	25	-2	1
COc1c(C(C)C)oc2cc3oc(=O)ccc3cc12
 : -14	97	0.1	-2	0	-0.3	-0.8	1	-2	-1
NC(=O)CSc1nnc(C2CC2)n1-c1ccccc1
 : 1	97	-0.1	2	5	-1.2	0.2	6	0	3
O=C(Nc1ccccc1)C1=C[C@H](c2ccc(C(F)(F)F)cc2)C[C@H](OCCCCO)O1
 : -2	93	-0.1	-11	0	2.0	2.1	8	-9	0
CN1CCN(c2ccc(-c3cc(NC=O)c4ncc(-c5ccccc5)n4c3)cc2)CC1
 : -27	99	-0.6	13	-6	-3.9	-2.2	4	-1	-1
Cc1ccccc1C(=O)N1CCN(c2ccc(NC(=O)Cc3ccccc3)cc2)CC1
 : 0	97	0.2	1	-7	-0.3	-3.3	-1	0	-5
c1ccc2c(c1)OCC(c1nn3cnnc3s1)O2 (stereo not drawn)
 : 1	87	-0.1	2	-1	0.4	-1.9	4	0	0
Cc1cc(C)c(NC(=O)Cn2c(=O)c3cccn3c3ccccc32)c(C)c1
 : 0	99	0.4	-4	1	0.4	-2.1	13	21	0
O=C(Nc1cccnc1)c1ccc(S(=O)(=O)c2ccc(Cl)cc2)cc1
 : -14	91	2.0	-13	-1	1.0	-2.2	-2	-3	-6

Part of the list above, comma-delimited.
mol,H9c2 protect,ABCB6 inh MLPCN,aDG glyco act,ABHD5 PLIN5 PPI,N-glyco inh,hiPSC survival,MC4R ag barr,MC4R antag cAMP,Granule exo inh,m5-HT2A agonist
COc1ccc(-c2c(-c3cc(OC)cc(OC)c3)n(C)c3ccc(-c4ccc5c(c4)OCCO5)cc23)cc1,0,100,-0.2,2,-2,-3.4,0.0,-2,-4,-4
Cc1ccc2cc(CN(Cc3ccc4c(c3)OCO4)Cc3nnnn3Cc3ccco3)c(=O)[nH]c2c1,5,102,-0.1,14,-2,3.3,0.3,2,28,-3
C=CCNc1ncnc2c1ncn2[C@H]1CN(CCc2ccccc2)C[C@@H](CO)O1,6,97,0.0,-1,1,3.8,1.3,4,1,6
O=C(NC(=S)Nc1ncc(Br)cc1Br)c1cncc(Br)c1,0,96,0.1,-11,-4,-0.7,-3.5,-2,-2,-4
CCOC(=O)c1cnc(SCC(=O)c2ccc(Cl)cc2)nc1N,2,99,0.2,-3,2,-0.3,1.2,7,2,0
C[C@H](CO)N1C[C@H](C)[C@H](CN(C)S(=O)(=O)c2cn(C)cn2)OCc2cnnn2CCCC1=O,6,98,-0.2,7,0,3.4,-1.8,2,-2,1

Other structures follow:
Sequence of screens – H9c2 protect	ABCB6 inh MLPCN	aDG glyco act	ABHD5 PLIN5 PPI	N-glyco inh	hiPSC survival	MC4R ag barr	MC4R antag cAMP	Granule exo inh	m5-HT2A agonist
O=C(CSc1nn(-c2ccccc2)c(=S)s1)Nc1ncccn1
 : 1	98	-0.2	3	2	-0.9	-1.1	-2	0	3
CCOc1cccc(-c2cc(N3CCN(CCO)CC3)n3nccc3n2)c1
 : 0	100	6.0*	2	0	2.3	-3.0	1	-4	4
COc1ccc(CN(C2CC2)S(=O)(=O)c2ccccc2Br)cc1
 : -28	99	0.4	4	1	3.3	-1.5	2	3	0
CCCCCCN1C[C@H](O)[C@@H](n2cc(-c3ccc(F)cc3)nn2)C[C@@H]1c1ccc(Cl)cc1
 : -24	101	0.9	-7	-2	-2.0	0.2	19	-1	4
O=C(Cc1ccc(Cl)cc1)Nc1cc(Cl)ccn1
 : -3	96	0.1	2	-2	0.2	3.0	7	1	3
COC(=O)CN1C(=O)[C@H]2[C@@H](c3ccc(C)o3)N3C(=O)CN(CCO)C(=O)[C@@]3(C)[C@H]2C1=O
 : -1	92	-0.2	8	3	-2.0	-0.4	0	-7	3
COc1cc(OC)c(C(=O)/C=C/c2ccc(OCc3ccccc3)c(OC)c2)c(OC)c1
 : 1	100	-0.2	13	4	0.0	0.7	8	6	-9
Cc1ccc(S(=O)(=O)N2CCN(S(=O)(=O)N3CCOCC3)CC2)cc1C
 : -5	86	0.0	2	0	0.6	-1.5	3	0	0
COc1cc(OC)c(C2=NOC(C(=O)Nc3c(C)nn(CC(=O)N4CCCC4)c3C)C2)cc1Cl (stereo not drawn)
 : -4	94	-0.1	3	1	3.2	0.5	15	0	0
COc1ccc(-c2cc3c(c4c2ccn4C)C2CCC3C2)cc1 (stereo not drawn)
 : -5	98	-0.2	-12	-1	-0.2	/	/	-4	-1
CC(=O)Nc1ccc(Nc2cc(C)c3ccccc3n2)cc1
 : -2	103	0.3	0	-3	-0.6	-0.2	9	4	-3
COc1ccc(CN2C(=NC(=O)CCc3ccccc3)SC3CS(=O)(=O)CC32)cc1 (stereo not drawn)
 : -10	92	0.0	-5	-2	-0.5	1.2	0	-3	10
O=C(Cn1cnc2c(nnn2Cc2ccc(F)cc2)c1=O)Nc1cccc(F)c1
 : -7	100	0.7	2	1	-0.9	-1.0	-7	5	9
CCCCC(=O)Nc1nnc(/C=C/c2ccc(OC)cc2)s1
 : -9	101	0.3	-8	0	0.1	6.0	20	6	3
CCc1ccc2nc(NC(=O)Cn3cnc4ccccc4c3=O)sc2c1
 : -7	96	0.1	-4	0	-0.5	-0.3	-5	3	-3
O=C(O)CSCc1nc2scc(-c3ccccc3)c2c(=O)[nH]1
 : 4	99	0.2	-3	0	-0.3	-4.4	-8	1	2
Cc1ccc(Sc2ccc(CN3CCCC3)cc2[N+](=O)[O-])cc1
 : -10	99	1.5	9	-1	1.2	-2.4	-7	2	-3
COCC(C)n1c(C)cc(C(=O)CN2C(=O)NC(Cc3c[nH]c4ccccc34)C2=O)c1C (stereo not drawn)
 : 5	97	0.2	-1	1	1.7	-0.6	-5	-2	-3
OCC[C@H]1C[C@H](O)[C@@H](O)[C@@]2(CCCc3ccccc3O2)O1
 : 4	99	0.1	0	-3	1.3	-1.7	1	-4	-1
Cc1nn(CC(=O)NCCc2ccc(Cl)cc2)c(C)c1[N+](=O)[O-]
 : 0	86	-0.1	-1	3	-2.6	-0.8	7	2	-2

Other results
Sequence of screens – H9c2 protect	ABCB6 inh MLPCN	aDG glyco act	ABHD5 PLIN5 PPI	N-glyco inh	hiPSC survival	MC4R ag barr	MC4R antag cAMP	Granule exo inh	m5-HT2A agonist
CSC1=N/C(=C\c2ccccc2F)C(=O)S1
 : 5	87	0.6	-6	3	-3.4	-1.4	1	0	-1
CC1CCN(C(=O)c2ccc(S(=O)(=O)N3CCCC3)cc2)CC1
 : 2	93	-0.5	-6	0	-0.2	-0.1	-4	8	-3
Cc1ccccc1C(C(=O)NC1CCCC1)N(C(=O)Cc1cccs1)c1ccc2c(c1)OCCO2 (stereo not drawn)
 : 30	99	0.3	-6	-7	-0.2	0.8	3	15	-4
CCN(CC(=O)Nc1cc(Cl)ccc1C)C(=O)c1ccc(N2CCCC2=O)cc1
 : -2	97	-0.1	-11	1	0.5	-0.4	1	-2	2
OCCC1CN(Cc2cccn2-c2ncccn2)CCN1Cc1ccccc1 (stereo not drawn)
 : 2	93	-0.3	0	-1	-0.8	-2.1	10	0	5
CN(C)CCNC(=O)C(C(=O)c1ccccc1)n1ccccc1=O (stereo not drawn)
 : 8	94	-0.2	-4	0	0.6	-1.4	-2	0	3
COc1cccc(NC(=O)Cn2cc(C(=O)C3CC3)c3ccccc32)c1
 : -2	100	0.3	8	1	-0.3	-0.9	0	-4	1
Cc1nc(N)sc1C(=O)N/N=C/c1ccccc1[N+](=O)[O-]
 : 27	95	0.5	9	3	-0.6	1.6	-8	0	2

Shown field by field: entries from further up.
> COc1cccc(NC(=O)Cn2cc(C(=O)C3CC3)c3ccccc32)c1
  H9c2 protect: -2	ABCB6 inh MLPCN: 100	aDG glyco act: 0.3	ABHD5 PLIN5 PPI: 8	N-glyco inh: 1	hiPSC survival: -0.3	MC4R ag barr: -0.9	MC4R antag cAMP: 0	Granule exo inh: -4	m5-HT2A agonist: 1

> Cc1ccccc1C(C(=O)NC1CCCC1)N(C(=O)Cc1cccs1)c1ccc2c(c1)OCCO2 (stereo not drawn)
  H9c2 protect: 30	ABCB6 inh MLPCN: 99	aDG glyco act: 0.3	ABHD5 PLIN5 PPI: -6	N-glyco inh: -7	hiPSC survival: -0.2	MC4R ag barr: 0.8	MC4R antag cAMP: 3	Granule exo inh: 15	m5-HT2A agonist: -4

Source: PubChem BioAssay
